Source: PubChem
NPY2 pot ag = NPY-Y2 potentiators or agonists, primary screen, cell-based. cells expressing NPY-Y2, potentiator/agonist read-out. activation, % at 3.6 µM. 220,000 tested, 0.45% active. AID 1359, 2008; in the data active = activation above about 27%;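 note: cells stimulated with NPY near EC25 plus isoproterenol at EC100; 0% = vehicle plus submaximal agonist and 100% = vehicle plus saturating agonist; some results beyond the cut were filed as inactive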
S1P4 ag = S1P4 receptor agonists, primary screen, cell-based; Sphingosine 1-phosphate receptor 4 (Homo sapiens), O95977; S1P4-expressing cell line, agonist reporter assay; activation, % at 4.98 µM; 220,000 tested, 0.35% active; AID 1509, 2009; in the data active = activation above about 11%;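 note: 0% = DMSO vehicle and 100% = reference agonist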
Wee1 stabilizer = Wee1 degradation inhibitors, primary screen, cell-based, HeLa, Wee1K328M-luciferase, luminescence; Wee1-like protein kinase (Homo sapiens), P30291; HeLa Luc-Wee1K328M stability; 100% = proteasome inhibitor MG132 effect; reporter increase, % at 5 µM; 220,000 tested, 1.2% active; AID 1321, 2008;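 active = activation above the mean of all tested compounds plus 3 SD, set per screening run, cut at about 8.8% in these data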;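 note: cells exposed to compound for 20 h before luminescence read; 0% = DMSO alone and 100% = MG132 at 30 µM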
PERK inhibitor = block of dimerizer-induced PERK translation repression, primary screen, PERK inhibitor project, CHO PERK-DD cells, SEAP luminescence, HTS; Eukaryotic translation initiation factor 2-alpha kinase 3 (Homo sapiens), Q9NZJ5; CHO PERK-DD fusion, SEAP luminescence translation reporter; inhibition, % at 5.6 µM; 220,000 tested, 0.17% active;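 active = inhibition above the mean inhibition of all tested compounds plus 3 SD, set separately per screening campaign, cut at about 2.9% in these data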;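 note: PERK kinase domain activated by AP20187 dimerizer at 100 nM; 0% = DMSO with dimerizer and 100% = rapamycin at 8.4 µM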
eIF4E-4G inh = eIF4E–eIF4G protein interaction inhibitors, primary screen, biochemical, uHTS, TR-FRET, eIF4GI fragment; Eukaryotic translation initiation factor 4E (Mus musculus) + Eukaryotic translation …; TR-FRET eIF4E-eIF4GI(517-606) binding, 2 h; inhibition, % at 21.7 µM; 220,000 tested, 0.37% active;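 active = inhibition above about 30%, limit read from the data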;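 note: 0% = full FRET control wells and 100% = background wells lacking eIF4GI fragment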
Ba/F3 V617F tox = reduced viability of JAK2V617F-dependent Ba/F3 cells, primary screen, JAK2V617F inhibitor project, cell-based, Ba/F3 EpoR-JAK2V617F, luminescence. inhibition, % at 5.6 µM. AID 1446, 2008. ATP luminescence. 220,000 tested, 1.1% active;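 active = inhibition above the campaign mean plus 3 SD over all tested compounds, cut at about 24% in these data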;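 note: cytokine-independent growth of Ba/F3 cells driven by EpoR plus mutant JAK2; 0% = DMSO-treated cells and 100% = JAK inhibitor I control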
MDM2 E3 inh = MDM2-luciferase reporter signal enhancers, primary screen, MDM2 E3 ligase inhibitor project, cell-based, luminescence, 1536-well; E3 ubiquitin-protein ligase Mdm2 (Homo sapiens), Q00987; cell-based MDM2 ubiquitination luciferase reporter, 2 h; 0 = plate control, 100 = twice control, blank-subtracted; signal enhancement, % at 5 µM; 210,000 tested, 0.11% active; AID 1230, 2008;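 active = signal enhancement of 30% or more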;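 note: luminescence tracks abundance of the self-degrading MDM2-luciferase fusion protein; higher signal means inhibition of MDM2 E3 ligase activity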
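Assay system: mammalian cells stably expressing self-ubiquitinating, self-degrading MDM2 E3–luciferase fusion. Quantity: 2000 cells in each well. Medium: DMEM culture medium. Compound dosing: single-point 5 µM. Timing: cell settling 4 h, compound treatment 2 h, both 37 °C. Technique: luciferase luminescence. Read-out basis: percent signal gain over controls, blank-subtracted. Benchmarks: plate controls and plate blanks.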
S1P4 antag = S1P4 receptor antagonists, primary screen, cell-based; Sphingosine 1-phosphate receptor 4 (Homo sapiens), O95977; AID 1510, 2009; 220,000 tested, 0.26% active; S1P4-expressing cells, antagonist mode, reporter read-out; inhibition, % at 4.98 µM; in the data active = inhibition above about 29%;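 note: 0% = wells stimulated with agonist and 100% = vehicle wells without agonist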
BaF3 parental = parental Ba/F3 cell viability inhibition, counter-screen for JAK2V617F inhibitor project, murine pro-B, CellTiter-Glo luminescence; CellTiter-Glo ATP luminescence; inhibition, % at 5.6 µM; 220,000 tested, 1.1% active; AID 1486, 2009;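 active = inhibition above a per-campaign cutoff, the mean inhibition of all tested compounds plus 3 SD, cut at about 27% in these data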;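 note: 0% = DMSO wells and 100% = JAK Inhibitor I control wells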
Active calls of the source: *; nt = no result given; [ ] = another dose, or the depositor's remark. Random draw from the library; about 4.1% have a hit in one of these screens.

SMILES	NPY2 pot ag	S1P4 ag	Wee1 stabilizer	PERK inhibitor	eIF4E-4G inh	Ba/F3 V617F tox	MDM2 E3 inh	S1P4 antag	BaF3 parental
COc1ccccc1C(CCNS(=O)(=O)c1ccc(C)cc1)c1ccco1 (centres undefined)	-5.1	-1.2	6.5	-0.1	2.5[fluorescence artefact?]	-5.5	nt	-1.2	-0.9
CC(=O)NC(CC(=O)OCC(=O)c1c(N)n(C)c(=O)n(C)c1=O)c1ccccc1 (centres undefined)	-5.4	-0.4	0.9	-0.5	2.0	2.9	-86.0	4.8	1.9
Cc1cc(C)cc(OCCNC(=O)C(C)N2C(=O)c3ccccc3C2=O)c1 (centres undefined)	-13.5	-0.9	-1.5	0.5	2.1	-0.2	-0.2	-10.9	2.1
Cc1ccc(C(=O)N/C(=C\c2cccs2)C(=O)NCCCn2ccnc2)cc1C	-4.7	-0.3	-4.0	0.8	6.0	-2.6	-2.4	-1.0	2.4
CC(=O)N1CCCc2cc(S(=O)(=O)N(CC(C)C)CC(C)C)ccc21	-2.4	-1.2	-3.3	-0.7	-0.7	-2.4	-19.2	-18.9	4.5
C[C@@H]1CN(Cc2nc(-c3cccs3)no2)C[C@H](C)O1	-13.5	0.9	-2.3	0.2	-1.8	5.1	-12.4	-11.7	1.9
Cc1cccc(OCCCC(=O)Nc2ccccc2C(F)(F)F)c1	-6.3	0.2	0.5	0.1	3.4	-2.4	-12.0	4.1	-2.1
CCN=c1scc(C)n1/N=C/c1cc(Br)c(O)c(Br)c1	-0.2	-0.7	0.1	0.6	12.5	-2.8	-4.7	-2.9	0.2
CCN(Cc1ccncc1)Cc1nc(-c2ccc(C(=O)OC)cc2)no1	-2.3	-0.1	-2.1	0.5	0.9	4.5	nt	-2.1	3.4
CC(C)(C)OC(=O)NCC12C=CC(O1)C1C(=O)N(Cc3ccccc3)C(=O)C12 (centres undefined)	7.1	1.8	0.5	-0.5	-4.0	-0.9	-14.7	-14.8	3.2
CCOC(=O)c1sc(Nc2ccccc2)nc1C	7.7	1.7	4.0	-1.3	5.3	-2.8	2.2	3.9	5.2
O=C(Nc1ccccc1F)Nc1ccccc1OC(F)F	14.7	-0.1	-1.9	1.7	-6.8	0.5	-27.5	-0.4	3.1
CC(=O)NNC(=O)c1cc2sccc2s1	9.7	0.9	1.2	0.3	2.8	-3.8	-4.5	6.3	0.4
C=C(C)CNC(=S)N/N=C/C1=CCC2CC1C2(C)C (centres undefined)	9.2	0.9	-0.9	1.0	4.7	-2.9	-8.1	-2.1	4.2
COc1ccccc1CNC(=O)CSCc1cnn(-c2ccccc2)c1-n1cccc1	-3.4	1.5	-0.5	-1.6	1.3	0.9	-9.5	-7.9	5.1
O=C(CC1C(=O)NCCN1Cc1c(F)cccc1Cl)NCCCn1ccnc1 (centres undefined)	9.0	0.3	0.5	0.7	-1.7	-1.4	-11.2	-9.2	4.9
COc1ccc(OC)c(NC(=O)CN(C)S(=O)(=O)c2ccc3nc(C)sc3c2)c1	-4.5	-0.3	-2.6	-1.2	-4.0	1.9	-7.1	-6.2	6.8
Nc1ccc(N2CCOCC2)c(S(=O)(=O)Nc2cc(Cl)ccc2Cl)c1	11.2	1.6	-2.4	0.8	3.8	0.5	-4.3	-9.8	6.5
CCn1c(SCC(=O)Nc2ccc(C)cc2)nnc1-c1ccc(O)cc1	7.3	1.7	-2.8	0.0	2.9[fluorescence artefact?]	-0.6	-3.5	-11.9	1.0
N=c1oc2ccccc2cc1C(=O)N/N=C/c1ccccc1	-11.2	-0.4	-2.5	1.9	4.0	-2.1	-13.2	5.5	1.5
Cc1cc(Nc2cccc(C)c2C)n2nc(C)nc2n1	2.0	2.7	-2.1	0.8	3.8[fluorescence artefact?]	-1.4	nt	17.3	6.6
CC(C)NC(=O)c1cc2ccccc2o1	15.9	0.7	-0.4	1.9	-0.4[fluorescence artefact?]	-7.1	9.0	12.4	2.9
O=c1c2ccccc2nc(SCc2nnc(-c3ccccc3Br)o2)n1Cc1ccco1	-10.7	-1.2	0.2	0.1	-18.4	4.4	-2.0	4.0	11.2
CCOc1cc(C)nc(Oc2ccc(=O)[nH]n2)n1	11.8	-1.3	1.0	1.6	2.7	-3.8	-23.9	10.5	1.2
CCCC(NCC(O)COc1ccc(-c2ccccc2)cc1)c1ccccc1 (centres undefined)	-17.7	-2.1	7.6	-0.5	-1.4	-1.1	-14.3	-0.7	-3.2
CC(NC(=O)Nc1ccccc1)C(c1cccs1)N1CCN(c2ccccc2)CC1 (centres undefined)	-20.8	-0.4	2.7	0.4	0.1	-1.4	-11.2	-11.6	-3.2
COc1ccc(N2CCN(Cc3cc(OC)c(O)c([N+](=O)[O-])c3)CC2)cc1	1.0	2.4	1.4	0.5	5.2	-3.8	-8.5	-21.1	2.1
O=C(COC(=O)[C@H](Cc1ccccc1)N1C(=O)c2ccccc2C1=O)Nc1ccc2c(c1)OCO2	8.8	-1.1	-2.2	-0.3	-5.0[fluorescence artefact?]	-3.2	-8.4	-4.2	5.5
CSc1nc(-c2ccccc2)nn1C(=O)c1ccco1	-5.8	-1.8	-0.6	-0.1	3.6	3.8	nt	-25.9	11.6
O=C(NCCSCc1ccco1)c1ccc(CN2CCOCC2)cc1	3.5	1.1	0.3	-0.8	-8.2	-0.7	-13.3	15.4	7.8
Cc1ccc(Cn2c(/C=C/c3ccco3)nc3ccccc32)cc1	-18.4	2.4	0.8	0.0	-4.9	4.0	-14.4	-3.0	13.5
Cc1cc(C)cc(NC(=S)/C(=C(\[O-])c2ccc(Cl)cc2Cl)[n+]2ccccc2)c1	-8.3	2.1	-1.3	-0.3	-5.8	0.0	-4.9	4.1	8.1
CN1/C(=C\C(=S)NC(=O)c2ccccc2Cl)C(C)(C)c2ccccc21	1.9	1.1	1.2	-1.1	1.4	69.7*	-7.3	-26.8	62.9*
O=[N+]([O-])c1ccc2nnn(O)c2c1	-5.0	1.0	-0.5	0.1	-1.5	2.5	-0.4	-0.6	2.4
COc1ccc(N2C(=O)C(Cl)=C(N3CCCC3)C2=O)cc1	1.9	-1.1	7.2	-1.4	0.9[fluorescence artefact?]	1.7	-5.3	-0.8	3.9
CCOc1ccc(OC(=O)c2cccnc2)cc1	-22.4	1.0	0.9	0.1	-1.4	3.2	-10.5	-22.3	2.4
O=S(=O)(c1ccc(F)cc1)N1CCn2c(nc3ccccc32)C1	18.6	-1.5	2.0	-0.2	-0.7	-1.7	-3.3	-18.4	7.4
COc1ccc(-c2cc(C)nc(SCc3cccc(C(=O)O)c3)n2)cc1	-5.1	-0.5	0.8	-0.2	-0.4	7.9	-4.7	-1.9	10.8
COc1ccc(CN(C(=O)c2cccc(OC)c2)C2CCS(=O)(=O)C2)cc1 (centres undefined)	25.3	-2.0	-1.8	0.5	0.7	-3.5	-5.7	0.2	-0.7
O=S(=O)(Cc1noc(-c2ccc(Cl)cc2)n1)Cc1ccco1	-13.8	2.5	0.5	0.9	-4.8	3.7	-6.5	-7.1	-5.1
Cc1noc(C)c1S(=O)(=O)N1CCC(C(=O)N2CCN(c3ccccc3Cl)CC2)CC1	-2.4	-4.3	-3.6	-2.6	-13.6	0.4	-7.2	5.8	11.8
CCN(CC(=O)Nc1ccc(C(C)=O)cc1)CC(=O)Nc1ccccc1C(F)(F)F	4.2	-0.5	0.6	0.1	-0.4	5.0	0.7	9.4	4.4
CCOC(=O)N1CCN(C(=S)Nc2ccc(C)cc2C)CC1	-4.6	0.9	2.9	0.8	1.8	-0.5	-3.4	-8.4	1.8
CC[C@@H](C)C(NC(=O)OC(C)(C)C)c1cn([C@@H](Cc2ccc(O)cc2)C(=O)N2CCN(C(=O)OC(C)(C)C)CC2)nn1 (some centres undefined)	-50.2	-0.1	1.9	0.1	-1.9	5.9	nt	13.8	-3.5
CC(=O)Nc1cccc(-c2nc3ccccc3c(=O)o2)c1	2.5	-0.3	2.3	1.0	2.1[fluorescence artefact?]	2.1	-3.7	-15.7	7.6
Cc1nc2nc(SCC(=O)NCc3ccco3)nn2c(C)c1Cc1ccccc1	-9.2	-3.6	3.4	-0.5	nt	-0.1	-20.2	9.3	1.7
Cc1cc(C)c(N=C2SCC(=O)N2Cc2ccco2)c(C)c1	-20.8	1.7	-3.1	-0.2	1.5	-1.1	-3.3	-4.5	-0.2
O=C(NCCCn1ccnc1)Nc1ccc(Cl)cc1Cl	1.9	-0.7	-2.4	-0.7	2.1	0.0	-7.0	-9.2	8.1
Cc1ccc(C(=O)CC(c2cccs2)S(=O)(=O)c2ccc(C)cc2)cc1 (centres undefined)	2.2	-0.2	1.5	0.9	-1.2	-6.3	-13.4	-10.0	-0.9
Cc1cccc(C(=O)NCCc2csc(C)n2)c1	2.7	0.1	0.0	0.9	-1.6	1.9	-12.6	-30.9	8.9
CSCCC(NS(=O)(=O)c1ccc2c(c1)oc(=O)n2C)C(=O)NC1CCN(Cc2ccccc2)CC1 (centres undefined)	1.6	0.4	-0.7	2.3	1.8	-0.9	-24.6	2.1	3.3
CN(C)S(=O)(=O)c1cccc(NC(=O)c2ccc(OC(F)(F)F)cc2)c1	-5.1	0.5	-1.8	0.9	5.5	-2.9	-9.0	-13.5	1.4
O=C(NN=C(Cc1ccccc1)Cc1ccccc1)c1ccccc1O	5.5	3.7	-0.1	0.4	-4.4	-4.4	-9.2	-3.5	1.9
Cc1ccc(C)c(C(C)NC(=O)CC#N)c1 (centres undefined)	4.0	1.9	1.1	1.9	5.2	-2.1	-23.7	3.4	0.6
COc1ccc(S(=O)(=O)N[C@@H](CC(C)C)C(=O)O)cc1	-9.3	-0.9	4.5	-0.1	0.4[fluorescence artefact?]	-2.5	-7.3	9.6	-3.3
COC(=O)N/N=C/c1ccccc1	5.0	0.7	5.0	-0.2	0.4	4.8	-16.6	-14.4	3.7
CCC(C(=O)OCC(=O)Nc1c(Cl)cccc1Cl)c1ccccc1 (centres undefined)	-1.2	15.4*	-0.8	0.1	0.9	-2.8	-9.9	12.4	-0.5

Record cards (already shown). Order of screens: NPY2 pot ag | S1P4 ag | Wee1 stabilizer | PERK inhibitor | eIF4E-4G inh | Ba/F3 V617F tox | MDM2 E3 inh | S1P4 antag | BaF3 parental
Shown for COc1ccc(S(=O)(=O)N[C@@H](CC(C)C)C(=O)O)cc1 = -9.3 | -0.9 | 4.5 | -0.1 | 0.4[fluorescence artefact?] | -2.5 | -7.3 | 9.6 | -3.3
Shown for CCC(C(=O)OCC(=O)Nc1c(Cl)cccc1Cl)c1ccccc1 (centres undefined) = -1.2 | 15.4* | -0.8 | 0.1 | 0.9 | -2.8 | -9.9 | 12.4 | -0.5
